Lipid storage S3: qHTS Assay for Lipid Storage Modulators in Drosophila S3 Cells; Drosophila S3 cells, BODIPY lipid droplet fluorescence, 18-24 h; cells fed with added oleic acid; Potency in µM for hits, for the others lipid storage change, negative = inhibition, % at the top dose, mostly 46.1 µM; 0.64% of 320,000 active; AID 2685; active = well fitted inhibition curve with a large enough effect in the signal ratio, with a control signal flat, not every such curve was filed as active; inconclusive = small, poorly fitted or top-dose-only effect, or effect the other way, or a change in a side signal; the % refers to the signal ratio
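Drosophila S3 cells loaded with oleic acid (400 uM, as added) and compounds at several concentrations; lipid droplets imaged by 488-nm laser-scanning cytometry, 500–530 nm intensity and object ratio to cell channel. Percent activity normalized to 20 uM Triacsin C.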
Lipid storage S3 cell count max: also measured in Lipid storage S3; calls as there; cell number change, %; measured here: cell count max response;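 cells counted by Cell Tracker Red CMTPX staining in the red channel; peak over a dose series mostly up to 46.1 µM; percent activity relative to internal control wells on each plate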
* = called active by the depositor; i = inactive; ? = inconclusive; . = not tested or not shown; [ ] = another dose, or the depositor's remark. % is set by controls: 0 for no effect and ±100 for the full control effect; potency is the fitted concentration of half-maximal effect. Some of the compounds tested (hit frequency here may not be typical).

cpd	smiles	Lipid storage S3	Lipid storage S3 cell count max
1	CC1(C)CC(=O)N(CC(=O)O)c2ccccc2S1(=O)=O	?	.
2	O=C(CCC(=O)N1CCN(S(=O)(=O)c2ccc3ccccc3c2)CC1)NCC(F)(F)F	?	.
3	O=C(CCNC(=O)c1ccc(Br)o1)NCc1ccccn1	?	.
4	O=C(CSc1nc2ccccc2c(=O)n1CC1CCCO1)NCCc1ccccc1 (centres undefined)	?	.
5	Cc1ccc(C2CC(c3cccs3)=NN2C(=O)CSc2nc3ccccc3o2)cc1 (centres undefined)	?	.
6	CN1C(=O)C(C)(C)c2cc(S(=O)(=O)N3CCN(c4ccccc4)CC3)ccc21	?	.
7	COc1ccc(NC2CC(=O)N(c3ccccc3)C2=O)cc1 (centres undefined)	?	.
8	CCOc1cc(NC(=S)NC)c(OCC)cc1NC(=O)c1ccc(OC)cc1	?	.
9	COc1ccc(C(C(=O)NC2CCCC2)N(C(=O)c2csnn2)C2CCCC2)cc1 (centres undefined)	i	11
10	Cc1ccc(N2C(=O)N(CC(=O)Nc3cc(F)ccc3C)C(=O)C2C)cc1 (centres undefined)	?	.
11	CCN1C(=O)/C(=c2\sc3nc(=O)c(Cc4ccccc4)nn3c2=O)c2ccccc21	3%	6
12	CCOC(=O)c1c(C)n(CCNC(C)=O)c2ccc(O)cc12	?	.
13	O=C(CCc1n[nH]c(=O)[nH]c1=O)N1CCCCC1	?	.
14	CCn1c2ccccc2c2nnc(SCCCn3c(=O)[nH]c4ccccc43)nc21	?	.
15	COC(CNC(=O)c1ccc2c(c1)ncn2-c1ccc(C)cc1C)OC	2%	11
16	COc1cc2c(C(=O)N3CCN(Cc4ccc5c(c4)OCO5)CC3)cn(C)c(=O)c2cc1OC	i	.
17	O=S1(=O)CC/C(=N\Nc2ccc(F)cc2)c2ccsc21	-14%	-17
18	O=C(CNC(=O)c1ccco1)OCC(=O)c1ccc(Cl)cc1	-4%	3
19	OCC[C@@H]1C[C@@H](O)[C@H](O)[C@@]2(OCc3ccccc32)O1	?	.
20	Cc1cc(=O)oc(C)c1C(=O)NCCCN1CCN(c2ccccc2F)CC1	i	.
21	CCOC(=O)C1CCN(S(=O)(=O)c2cc3c(cc2C)NC(=O)CO3)CC1	?	.
22	CN1CCC(N(C)C(=O)/C(C#N)=C/c2ccc(OC(F)F)cc2)CC1	-12%	7
23	COc1cc2c3nnc(-c4ccccc4)c-3cn(Cc3ccccc3F)c2cc1OC	?	.
24	Cc1ccn2c(NC(=O)c3ccco3)c(-c3ccccc3)nc2c1	0%	6
25	CN(C)c1nnnn1-c1cccc(Oc2ncc(C(F)(F)F)cc2Cl)c1	?	.
26	CC(=O)COC(=O)c1cc(-c2ccc(C)cc2)nc2ccccc12	-2%	15
27	CN(C(=O)CSc1nc2cc(Cl)ccc2c(=O)n1Cc1ccco1)C1CCS(=O)(=O)C1 (centres undefined)	-4%	-15
28	COC(=O)CCN1CCC(c2cc(-c3cccc(C(F)(F)F)c3)n[nH]2)CC1	3%	2
29	Cc1cc(C)cc(N(CC(=O)N2CCn3c2nc2ccccc23)S(=O)(=O)c2c(C)noc2C)c1	?	.
30	CC1CCN(C(=O)c2cc(Cl)ccc2NC(=O)c2ccco2)CC1	?	.
31	CC(C)n1c(=S)[nH]c2c1c(=O)[nH]c(=O)n2C	?	.
32	Cc1cccc(CCN(C(=O)Cc2cccs2)C(C(=O)NC2CCCCC2)c2cccnc2)c1 (centres undefined)	9%	-2
33	O=C(O)c1cccnc1SCc1ccccc1Cl	4%	2
34	Clc1ccc(-c2csc(N3CCC(c4ccccc4)C3)n2)cc1 (centres undefined)	?	.
35	Cc1cccc(NC(=O)CSc2nnc(C)c(=O)n2N)c1	-1%	4
36	O=C1N/C(=C/c2ccc(N3CCOCC3)cc2)C(=O)N1Cc1ccc(F)cc1	2%	2
37	Cc1ccc(C(CC(=O)N2CCNCC2)c2ccccc2)c(O)c1C (centres undefined)	?	.
38	[O-]C1=N/[N+](=C/c2ccc(Cl)c(Cl)c2)CC1	?	.
39	CCOC(=O)c1sc(=NC(=O)/C=C/c2cccs2)n(C)c1C	?	.
40	Cc1onc(-c2c(F)cccc2Cl)c1C(=O)NCCc1ccc(S(N)(=O)=O)cc1	2%	-5

Given with two lines to a compound: part of the list above.
Results follow in this order: Lipid storage S3 | Lipid storage S3 cell count max
37) Cc1ccc(C(CC(=O)N2CCNCC2)c2ccccc2)c(O)c1C (centres undefined)
    ? | .
38) [O-]C1=N/[N+](=C/c2ccc(Cl)c(Cl)c2)CC1
    ? | .
39) CCOC(=O)c1sc(=NC(=O)/C=C/c2cccs2)n(C)c1C
    ? | .

Copied from above, entries 21–27
cpd	smiles	Lipid storage S3	Lipid storage S3 cell count max
21	CCOC(=O)C1CCN(S(=O)(=O)c2cc3c(cc2C)NC(=O)CO3)CC1	?	.
22	CN1CCC(N(C)C(=O)/C(C#N)=C/c2ccc(OC(F)F)cc2)CC1	-12%	7
23	COc1cc2c3nnc(-c4ccccc4)c-3cn(Cc3ccccc3F)c2cc1OC	?	.
24	Cc1ccn2c(NC(=O)c3ccco3)c(-c3ccccc3)nc2c1	0%	6
25	CN(C)c1nnnn1-c1cccc(Oc2ncc(C(F)(F)F)cc2Cl)c1	?	.
26	CC(=O)COC(=O)c1cc(-c2ccc(C)cc2)nc2ccccc12	-2%	15
27	CN(C(=O)CSc1nc2cc(Cl)ccc2c(=O)n1Cc1ccco1)C1CCS(=O)(=O)C1 (centres undefined)	-4%	-15

More compounds.
cpd	smiles	Lipid storage S3	Lipid storage S3 cell count max
41	CCCOc1ccc(C(=O)NNC(=S)NC(=O)c2cccs2)cc1	?	.
42	O=C(NC1CCCC1)C(NS(=O)(=O)c1cccc2nsnc12)c1ccccc1 (centres undefined)	i	.
43	COc1cc(C(=O)OCC(=O)Nc2c(F)c(F)c(F)c(F)c2F)cc(OC)c1OC	?	.
44	COc1cccc(C(=O)n2c(SC)nc3cc4c(cc32)OCCO4)c1	?	.
45	Cc1cc(=O)oc2cc(OCC(=O)NCCCN3CCCC3=O)c(Cl)cc12	i	-17
46	O=C(CC1C(=O)NCCN1CCCc1ccccc1)NCCc1ccccc1Cl (centres undefined)	i	-8
47	CCn1nc(C(C)C)cc1C(=O)N1CCCC(CO)(Cc2ccc(F)cc2F)C1 (centres undefined)	14%	.
48	Cc1noc(C)c1S(=O)(=O)N1CCC(C(=O)NCCC2=CCCCC2)CC1	?	.
49	C[C@H](NC(=O)[C@H]1N2C(=O)c3ccccc3C2SC1(C)C)C(=O)NCC1CCCO1 (some centres undefined)	?	.
50	c1coc(Cn2nnnc2CN2CCN(C3CCCCC3)CC2)c1	?	.
51	CCCCN(CC)S(=O)(=O)c1ccc(C(=O)Nc2nnc(-c3ccccc3Cl)o2)cc1	?	.
52	O=C(NCCN1C(=O)S/C(=C\c2ccc(F)cc2)C1=O)c1cccc(S(=O)(=O)N2CCOCC2)c1	13µM*	.
53	FC(F)(F)c1nc(-c2cccnc2)ncc1-c1nnnn1-c1ccccc1	-27%	14
54	CCc1nnc(SCC(=O)N2CCCc3ccccc32)nc1CC	?	.
55	COc1ccc(C(=O)Oc2ccc(/C=N/NC(=O)Cc3ccc([N+](=O)[O-])cc3)cc2)cc1	?	.
56	CCOc1ccc2[nH]c(C)cc(=O)c2c1	i	.
57	C=CCOc1ccc(-c2nc3c(c(=O)[nH]c(=O)n3Cc3ccccc3)n2CCCOC)cc1	-1%	5
58	CC(=O)c1ccc(S(=O)(=O)NC2CC(=O)N(c3ccc(C)c(C)c3)C2)cc1 (centres undefined)	?	.
59	C=CCN1C2=NCCCN2c2ccccc21	9%	1
60	CCOC(=O)/C(=C\c1cn(C)c2ccccc12)[N+](=O)[O-]	-11%	1
61	COc1ccc(-c2cn(Cc3ccc([N+](=O)[O-])cc3)nn2)cc1	16%	7
62	CCOc1cc(NC(=O)C2CC2)c(OCC)cc1NC(=O)c1ccccn1	?	.
63	Cc1ccccc1S(=O)(=O)Nc1nc2ccccc2nc1Cl	?	.
64	O=C(CN(Cc1cccs1)C(=O)CNS(=O)(=O)c1ccc(F)cc1)NCC1CCCO1 (centres undefined)	10%	4
65	O=C(c1ccc(OC2CCN(CCc3ccccc3)CC2)cc1)N1CCC[C@H]1CO	i	-3
66	Cc1c(C(=O)NC(C)CN2CCCCC2)oc2ccccc12 (centres undefined)	?	.
67	COC(=O)c1c(C)[nH]c(C)c1-c1ccccc1	14%	20
68	COc1ccc(OC)c(NC(=O)C2CCC(CNc3c(N4CCC(C)CC4)c(=O)c3=O)CC2)c1 (centres undefined)	?	.
69	Cc1cccnc1NC(=O)CNC(=O)C12CC3CC(CC(Cl)(C3)C1)C2	7%[0.0737 µM]	.
70	Cc1cc(C)c(C(=O)COC(=O)CCn2c(C)csc2=O)cc1C	?	.
71	CCCCOCCCNC(=O)N[C@H](C(=O)OC)C(C)C	?	.
72	COc1ccc(-c2nnc(SCC(=O)c3[nH]c(C)c(C(C)=O)c3C)o2)cc1	?	.
73	O=C(CSc1nnc(CNc2ccc(F)cc2)n1Cc1ccccc1)N1CCOCC1	?	.
74	Cc1cc(=O)[nH]c(SCC(=O)Nc2cc(S(=O)(=O)N3CCCC3)ccc2Cl)n1	?	.
75	CCOc1ccc(N2C(=O)c3ccc(C(=O)OCc4c(C)noc4C)cc3C2=O)cc1	?	.
76	Cc1ccc(N2CC(C(=O)Nc3nnc(C(C)C)s3)CC2=O)cc1 (centres undefined)	?	.
77	CC(C)C(=O)Nc1ccc(C(=O)NNC(=S)NC(=O)c2ccco2)cc1	3%	1
78	COCCn1c(SCC(=O)Nc2cc(C)on2)nc2ccccc21	?	.
79	CC(=O)c1ccc(NC(=O)C(C)n2nc(-c3ccccc3)c3cc(Cl)ccc32)cc1 (centres undefined)	15%	-1
80	O=C(CN(CCc1ccccc1)C(=O)CNS(=O)(=O)c1ccccc1)NCc1ccco1	7%	-12
81	O=Cc1ccc(Oc2cnccn2)cc1	4%	22
82	CCOC(=O)N1CCC(NC(=O)CC(NS(=O)(=O)c2ccc(Cl)cc2)c2ccco2)CC1 (centres undefined)	?	.
83	O=C(O)c1ccccc1SCc1cn2cc(Cl)ccc2n1	?	.
84	Cc1ccccc1N1C(N)=NC(N)=NC1(C)C	-1%	20
85	COc1ccc([C@H]2CC(=O)C=C(c3ccc(SC)cc3)C2)cc1OC	12%	-14
86	Cc1nnc2c(NC3CCCCC3)nc3ccccc3n12	?	.
87	CCN(CC(=O)Nc1ccc(N2CCOCC2)cc1)C(=O)COc1ccccc1OC	?	.
88	Oc1ccc(/C=N\Nc2cc(N3CCOCC3)nc(N3CCOCC3)n2)c(O)c1	8%	1
89	O=C(Nc1ccc(N2CCOCC2)c2nonc12)C1CCCC1	?	.
90	COc1ccccc1C(=O)NCCC(=O)Nc1ccc(S(=O)(=O)N2CCCC(C)C2)cc1 (centres undefined)	1%	-11
91	CC(Sc1nc2ccccc2o1)C(=O)O (centres undefined)	-4%	-1
92	O=c1[nH]c(SCc2cccc(F)c2)nc2ccccc12	-3%	-22
93	O=C(NCC(c1ccco1)N1CCN(c2ccc(F)cc2)CC1)C1CCCCC1 (centres undefined)	i	.
94	Cc1ccc(NC(=O)CN2C(=O)NC3(CCCCCC3)C2=O)cc1Cl	i	-26
95	COC(=O)C1=C(C)Nc2nnnn2C1c1ccco1 (centres undefined)	5%	5
96	CCc1noc(C)c1C(=O)OCC(=O)Nc1c(F)cccc1F	?	.
97	N#CCn1nnc(-c2ccc3c(c2)OCO3)n1	?	.
98	CCOCC(=O)Nc1ccccc1C(=O)OCC	?	.
99	COc1ccc(N(CC(=O)NC2CC3CCC2C3)S(=O)(=O)c2ccc(C)cc2)cc1OC (centres undefined)	i	9
100	Cc1ccc(CCC(=O)Nc2ccc(C#N)cc2)o1	?	.

3 compounds picked at random from the list so far, as already listed:
cpd	smiles	Lipid storage S3	Lipid storage S3 cell count max
84	Cc1ccccc1N1C(N)=NC(N)=NC1(C)C	-1%	20
94	Cc1ccc(NC(=O)CN2C(=O)NC3(CCCCCC3)C2=O)cc1Cl	i	-26
91	CC(Sc1nc2ccccc2o1)C(=O)O (centres undefined)	-4%	-1

2 entries from above, field by field.
67: COC(=O)c1c(C)[nH]c(C)c1-c1ccccc1
  Lipid storage S3: 14%; Lipid storage S3 cell count max: 20

68: COc1ccc(OC)c(NC(=O)C2CCC(CNc3c(N4CCC(C)CC4)c(=O)c3=O)CC2)c1 (centres undefined)
  Lipid storage S3: ?; Lipid storage S3 cell count max: .

Assay outcomes as filed in PubChem.
